Assay outcomes deposited in PubChem by NCI.
NCI-60 one-dose screen, 48 h, at 10 µM unless noted. Numbers give growth in % (100 = growth as untreated, 0 = no growth, -100 = all killed).
IGROV1 – IGROV1 ovarian cancer. 79,000 compounds, 4.7% hits
NCI-H23 – NCI-H23 lung cancer; 80,000 compounds, 4% hits
OVCAR-5 – OVCAR-5 ovarian cancer. AID 1794783. 82,000 compounds, 2.9% hits
NCI/ADR-RES – NCI/ADR-RES ovarian cells; 81,000 compounds, 4.4% hits
OVCAR-3 – OVCAR-3 ovarian cancer | 79,000 compounds, 7% hits | AID 1794787
SK-OV-3 – SK-OV-3 ovarian cancer cells | AID 1794785 | 80,000 compounds, 3.2% hits
NCI-H522 – NCI-H522 lung cancer; AID 1794739; 78,000 compounds, 8% hits
OVCAR-8 – OVCAR-8 ovarian cancer; 81,000 compounds, 4.4% hits; AID 1794782
OVCAR-4 – OVCAR-4 ovarian cancer cells; 80,000 compounds, 3.7% hits
Numbers without * were called inactive; . = no result given; & = joins results of further samples; ! = not confirmed by another sample. Rule for the calls: active = growth percent below 10; inactive = the rest. Not a hit list (roughly 11% active in at least one column).

SMILES | IGROV1 | NCI-H23 | OVCAR-5 | NCI/ADR-RES | OVCAR-3 | SK-OV-3 | NCI-H522 | OVCAR-8 | OVCAR-4
C=C1C(=O)O[C@H]2[C@H]1CC/C(COC(=O)NCc1ccc(Cn3c(=O)sn(-c4ccc(C#N)cc4)c3=O)cc1)=C\CC[C@@]1(C)O[C@@H]21 | 58 | 78 | 86 | 103 | -39* | 93 | -28* | 74 | 46
Nc1ccccc1-c1nc2ccccc2[nH]c1=O | 70 | 100 | 103 | 103 | 100 | 91 | 96 | 101 | 98
COc1cc(/C=C2/Oc3cc4occc4c(OC)c3C2=O)ccc1OCC(=O)Nc1ccc(S(=O)(=O)N=C(N)N)cc1 | 111 | 98 | 122 | 108 | 106 | 107 | 86 | 99 | 125
CC(=O)Nc1ccc(C(=O)CCC(=O)O)cc1 | 106 | 103 | 98 | 104 | 112 | 87 | 95 | 92 | 110
CCN1C(=O)N(CC)C2C1NN=c1s/c(=C\c3cccs3)c(=O)n12 (centres undefined) | 27 | 36 | 41 | -16* | -18* | 46 | -9.7* | 17 | 53
CN1C(=O)N(C)C2C1NN=c1s/c(=C\c3ccc([N+](=O)[O-])cc3)c(=O)n12 (centres undefined) | 57 | 87 | 86 | 62 | 23 | . | 44 | 81 | 82
COc1cc(NCCCCCN=C(N)NC(N)=NC(C)C)c2ncccc2c1 | -13* | -38* | 71 | 99 | -40* | 83 | -16* | 24 | -17*
O=C(/C=C/c1ccco1)Nc1ncc(Cc2cc(Cl)ccc2Cl)s1 | 21 | 33 | 34 | -0.6* | -44* | 32 | -4.3* | 14 | 57
N=C(N)CCCCCCCCC(=N)N | 36 | 27 | 78 | 47 | 64 | 63 | 86 | 29 | 70
COc1ccccc1C(C[N+](=O)[O-])c1c(-c2ccccc2)[nH]c2cc(C)ccc12 (centres undefined) | 54 | 68 | 89 | 50 | 76 | 89 | 28 | 75 | 82
CN1CCC(NC(=O)Nc2ncccc2OCc2ccccc2)CC1 | 121 | 88 | 85 | 94 | 107 | 103 | 78 | 91 | 92
C=C(c1ccc(OC)c(/C=C/C(=O)c2ccc3c(c2)OCO3)c1)c1cc(OC)c(OC)c(OC)c1 | 35 | 16 | 37 | 5.6* | 1.2* | 27 | 5.5* | 6.1* | 39
CCN(CCCCCCCCCCN1CC(=O)N(CCCCCCCCCCN(CC)Cc2ccccc2OC)CC1=O)Cc1ccccc1OC | -66* | -26* | 8.3* | -33* | -63* | -38* | -74* | -77* | 10
COC(=O)CCCCCCCC(C)=O | 100 | 103 | 100 | 100 | 105 | 95 | 85 | 106 | 110
CC(C)CC(=O)OCCCc1ccccc1 | 110 | 98 | 97 | 100 | 98 | 95 | 75 | 108 | 100
Brc1c2c(c(Br)c3ccccc13)CCCC2 | 98 | 98 | 104 | 107 | 110 | 90 | 75 | 91 | 112
O=C(Nc1ccc(C2=NCCN2)cc1)c1ccc(Cl)c(C(=O)Nc2ccc(C3=NCCN3)cc2)c1 | 53 | 96 | 99 | 101 | 93 | 100 | 91 | 94 | 90
O=C(CSc1nc2sc3c(c2c(=O)n1Cc1ccccc1)CCCC3)N1CCN(c2ccccc2)CC1 | 103 | 91 | 102 | 95 | 106 | 92 | 81 | 98 | 96
CN1CCC2(CC1)OC(c1ccccc1)C(c1ccccc1)O2 (centres undefined) | 110 | 96 | 99 | 95 | 104 | 94 | 82 | 94 | 100
COc1c(O[C@@H]2OC(CO)[C@@H](O)[C@H](O)C2O)cc2oc3cc(O[C@H]4O[C@H](CO)[C@H](O)C(O)C4O)c(CC=C(C)C)c(O)c3c(=O)c2c1CC=C(C)C (some centres undefined) | 105 | 101 | 106 | 105 | 105 | 96 | 111 | 95 | 110
CC(C)(C)n1cc(-c2ccnc(NCCCNS(=O)(=O)c3ccccc3)n2)c(-c2ccc(Cl)c(O)c2)n1 | 104 | 92 | 105 | 94 | 103 | 106 | 85 | 104 | 88
Cc1cccc(Cc2cccc(C)c2O)c1O | 104 | 105 | 106 | 86 | 113 | 98 | . | 104 | 85
O=C1CC2(CCCC2)Oc2ncccc21 | 112 | 101 | 110 | 105 | 124 | 112 | 97 | 101 | 104
O=C(CCC(=O)N1CCOCC1)OCCCCCCSc1ccc([N+](=O)[O-])c2nonc12 | -89* | -61* | -20* | 2.9* | -67* | 40 | -61* | -6.8* | -84*
Cn1cc(-c2nn3cc(-c4nccs4)nc3s2)c2cc(F)ccc21 | 103 | 95 | 102 | 106 | . | 96 | 98 | 105 | 102
Next part:
SMILES | IGROV1 | NCI-H23 | OVCAR-5 | NCI/ADR-RES | OVCAR-3 | SK-OV-3 | NCI-H522 | OVCAR-8 | OVCAR-4
COc1ccc(/C(C)=N\NC(N)=O)cc1 | 100 | 104 | 113 | 122 | 125 | 114 | 95 | 95 | 111
CC(C)(C)OC(=O)N1CCCC1C(=O)NC(c1ccccc1)c1ccccc1 (centres undefined) | 106 | 107 | 93 | 98 | 112 | 105 | 95 | 110 | 101
CC(NC(C)c1ccccc1)c1ccccc1 (centres undefined) | 105 | 100 | 101 | 103 | 112 | 96 | 90 | 101 | 104
CCN(C)N=Nc1ccc(C(N)=O)cc1 | 62 | 103 | 108 | 108 | 110 | 115 | 131 | 106 | 116
Cc1ccc(C)c2c1SC1=NNC(C(C#N)C#N)=C(C#N)C(=N)N12 | 97 | 95 | 108 | 98 | 113 | 101 | 105 | 102 | 115
CC1CCc2c(ccc3ccccc23)C1=O (centres undefined) | 145&114 | 93&95 | 90&105 | 98&102 | 112&116 | 115&105 | 70&101 | 102&84 | 143
COC1OC(C(C)Br)C2OC(C)(C)OC12 (centres undefined) | . | 99 | 96 | 100 | 121 | 98 | . | . | 95
Cn1c2ccccc2c2ccccc21 | 102 | 99 | 107 | 101 | 107 | 102 | . | 98 | 105
NS(=O)(=O)c1ccc(NC(=S)/N=C/C2=C(O)c3ccccc3C2=O)cc1 | 94 | 94 | 116 | 101 | 99 | 90 | 96 | 94 | 86
COc1ccc(C(=O)N/N=C/c2cc(OC)ccc2OC)cc1 | 94 | 93 | 107 | 102 | 108 | 93 | 92 | 108 | 105
COCCn1cc(-c2nc(-c3cc4cccnc4n3C)cs2)c2cc(OC)ccc21 | 28 | 33 | 38 | 46 | 6.5* | 50 | 42 | 49 | 8.8*
O=C1c2cccc3cccc(c23)C(=O)N1C/C=C/c1ccc2c3c(cccc13)C(=O)N(CCN1CCNCC1)C2=O | 87 | 95 | 105 | 104 | 104 | 96 | 97 | 94 | 101
COc1ccc(S(=O)(=O)O)c2ccccc12 | 108 | 104 | 106 | 104 | 94 | 97 | 107 | 104 | 112
c1ccc(C(=NNc2nc3ccccc3o2)c2ccccn2)nc1 | 16 | 11 | 37 | -3.6* | 16 | 14 | 21 | 19 | 22
O=C(NC1CCCCC1)c1ccc2ccccc2c1O | 69 | 98 | 79 | 73 | 82 | 75 | 88 | 63 | .
CCCC(=O)OC1CCCCC1C1CCCCC1 (centres undefined) | 110 | 110 | 106 | 103 | 113 | 114 | . | 96 | 110
COc1ccc(-c2n[nH]nc2-c2cc(OC)c(OC)c(OC)c2)cc1 | 4.7* | 11 | 43 | -29* | -33* | 49 | -25* | 22 | 35
CC(=O)O[C@H]1C[C@@]2(C)[C@@H](C[C@@H](O)[C@H]3[C@@]4(C)CC[C@H](N5CCCC5)[C@@H](C)[C@@H]4CC[C@@]32C)/C1=C(\CCC=C(C)C)C(=O)O | 105 | 96 | 102 | 95 | 101 | 100 | 91 | 102 | 101
COc1ccc(CN2CCc3c(Oc4ccccc4)nc(N)nc3C2=O)c(OC)c1 | . | 87 | 90 | 79 | 83 | 91 | 68 | 84 | 90
CC(=O)Nc1ccc(C)cc1C | 105 | 98 | 106 | 104 | 106 | 92 | 94 | 108 | 99
CCCCCCCCCC[N+](C)(C)C | -38* | 29 | 9.2* | 94 | 5.8* | 56 | 18 | 18 | 23
O=C1C2CC(O)Cc3cc(Br)ccc3N2C(=O)CN1CCO (centres undefined) | 106 | 99 | 99 | 111 | 113 | 85 | 91 | 101 | 107
O=C1/C(=C/c2cccc(OCc3ccc(Cl)cc3Cl)c2)N=C2OCCCN12 | 115 | 94 | 109 | 100 | 95 | 101 | 88 | 96 | 98
NC1=NC(c2ccccc2)c2c(n[nH]c2N)N1 (centres undefined) | 99 | 95 | 94 | 101 | 112 | 98 | 69 | 102 | .
c1ccc2cc(C[n+]3ccn(Cc4ccc5ccccc5n4)c3)ccc2c1 | 25&12 | -4.2*! | 51&13 | 102&103 | -1.7*! | -12*! | 6.6* | 1.7*! | 34&11

Part of the list above, with tabs:
SMILES	IGROV1	NCI-H23	OVCAR-5	NCI/ADR-RES	OVCAR-3	SK-OV-3	NCI-H522	OVCAR-8	OVCAR-4
CC(=O)Nc1ccc(C)cc1C	105	98	106	104	106	92	94	108	99
COc1ccc(S(=O)(=O)O)c2ccccc12	108	104	106	104	94	97	107	104	112
CC(NC(C)c1ccccc1)c1ccccc1 (centres undefined)	105	100	101	103	112	96	90	101	104
CC1CCc2c(ccc3ccccc23)C1=O (centres undefined)	145&114	93&95	90&105	98&102	112&116	115&105	70&101	102&84	143
COc1ccc(CN2CCc3c(Oc4ccccc4)nc(N)nc3C2=O)c(OC)c1	.	87	90	79	83	91	68	84	90
O=C1c2cccc3cccc(c23)C(=O)N1C/C=C/c1ccc2c3c(cccc13)C(=O)N(CCN1CCNCC1)C2=O	87	95	105	104	104	96	97	94	101
COc1ccc(/C(C)=N\NC(N)=O)cc1	100	104	113	122	125	114	95	95	111

(list continues)
SMILES | IGROV1 | NCI-H23 | OVCAR-5 | NCI/ADR-RES | OVCAR-3 | SK-OV-3 | NCI-H522 | OVCAR-8 | OVCAR-4
COc1ccc(C(=O)C2C(c3ccc(OC)cc3)CN(C)C23C(=O)Nc2ccccc23)cc1 (centres undefined) | 81 | 86 | 89 | 77 | 98 | 91 | 76 | 95 | 84
C(#CC1=CCCCC1)C1=CCCCC1 | 99 | 103 | 119 | 105 | 106 | 102 | 88 | 100 | 97
CC(=O)NCCNC(C)=O | . | 104 | 102 | 100 | 110 | 87 | 118 | 107 | 98
COc1cc([N+](=O)[O-])c2ncccc2c1O | 52 | -9.3* | 76 | 91 | 83 | 37 | 42 | 78 | 104
CCOC(=O)c1ccc2c(c1)ncn2-c1ccc(O)cc1 | 105 | 97 | 112 | 101 | 108 | 114 | 91 | 107 | 88
Cc1cc(=O)c2c(N(C)C)cccc2[nH]1 | 104 | 91 | 90 | 95 | 93 | 98 | 92 | 95 | 87
Clc1ccc2[nH]cc(-c3nn4cc(-c5nccs5)nc4s3)c2c1 | 80 | 85 | 107 | 92 | . | 99 | 93 | 98 | 91
CCc1cc2c(cc1C(C)=O)C(C)(C)C(C)C2(C)C (centres undefined) | 94 | 90 | 94 | 100 | 113 | 102 | 88 | 104 | 103
C=CC1CCCCC1=O (centres undefined) | 122 | 98 | 90 | 96 | 119 | 101 | 89 | 101 | 104
CCCCN(C)c1ncnc2[nH]ncc12 | 112 | 108 | 99 | 103 | 109 | . | 89 | 102 | 93
C=CCSc1nnc(-c2ccc(-c3ccccc3)nc2C)o1 | 104 | 109 | 103 | 98 | . | 108 | 97 | 102 | 91
CC1(C)N=C(N)N=C(N)N1c1ccc(Cl)cc1 | 36 | 37 | . | . | 70 | 61 | 47 | 31 | 55
CCCCCCNC(=O)Oc1ccc(/C(=C(/C)c2ccc(OC)cc2)c2ccc(OCCN3CCCC3)cc2)cc1 | 66 | 79 | 81 | 77 | 90 | 98 | 92 | 87 | 85
CC1=CC(=O)c2cccc(NC3=NCCO3)c21 | 104 | 100 | 95 | 97 | 106 | 103 | 88 | 102 | 95
Nc1cc(Cl)ccc1CN1C(=O)c2ccccc2C1=O | 94 | 99 | 100 | 106 | 113 | 106 | . | 101 | .
Fc1ccc(-c2cn3c(-c4c[nH]c5ccc(Br)cc45)csc3n2)cc1 | 64 | 30 | 74 | 49 | . | 84 | 85 | 75 | 34
COC(=O)Nc1cccc(Cl)c1OC | 110 | 107 | 93 | 110 | 111 | 116 | 93 | 106 | 111
CCOC(=O)c1c(NC(=O)c2ccc(C(C)C)cc2)sc2c(CN(C)C)c(O)ccc12 | 72 | 82 | 64 | 73 | 96 | 99 | 97 | 89 | 87
Cc1nccc2c3ccc(OCc4cn(Cc5ccc(C#N)cc5)nn4)cc3n(CCCc3ccccc3)c12 | 82 | 83 | 102 | 49 | 74 | 93 | 66 | 56 | 82
CC(=O)Oc1ccccc1C(=O)Nc1ccc(C(=O)/C=C/c2ccc(Cl)cc2)cc1 | 115 | . | 107 | 109 | 114 | 119 | 101 | 106 | 106
CC(C)C(=O)C(C)c1ccccn1 (centres undefined) | 102 | 99 | 109 | 101 | 106 | 102 | 92 | 102 | 103
Cc1ccc2c(Cn3cc(CSc4nc5ccccc5o4)nn3)cc(=O)oc2c1 | 107 | 96 | 116 | 99 | 115 | 81 | 98 | 97 | 107
O=C(Oc1cccc2cccnc12)c1ccc(Cl)cc1 | 99 | . | 106 | 110 | 115 | 99 | 103 | 100 | 111

Whole records, quoted from the list. Order of values: IGROV1 | NCI-H23 | OVCAR-5 | NCI/ADR-RES | OVCAR-3 | SK-OV-3 | NCI-H522 | OVCAR-8 | OVCAR-4
Results for C=CC1CCCCC1=O (centres undefined) : 122 | 98 | 90 | 96 | 119 | 101 | 89 | 101 | 104
Results for CC(=O)Oc1ccccc1C(=O)Nc1ccc(C(=O)/C=C/c2ccc(Cl)cc2)cc1 : 115 | . | 107 | 109 | 114 | 119 | 101 | 106 | 106
Results for CC(=O)NCCNC(C)=O : . | 104 | 102 | 100 | 110 | 87 | 118 | 107 | 98
